NSD2 HMT inh: inhibitors of human histone methyltransferase NSD2; O96028; AID 743445; NSD2 peptide methylation, AlphaScreen, 120 min; inhibition, % at 12.5 µM; 0.54% of 310,000 active; in the data active = inhibition above about 50%
dFosB activator: enhances mouse delta FosB homodimer DNA binding | 0.99% of 340,000 active | activation, % at 25 µM | purified delta FosB, TAMRA-CDK5 oligo fluorescence polarization; percent of positive-control signal above neutral wells;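 active = mean activation above about 17%, with every replicate also reaching it, limit read from the data, passing the limit was not always enough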;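 note: fluorescence polarization rise as delta FosB binds a TAMRA Cdk5 AP-1 oligo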
MITF act: MITF TRPM1 promoter activation in melanoma cells; SK-MEL-5 TRPM1-promoter luciferase, 24 h; % of positive control, neutral wells = 0; activation, % at 12.5 µM; 0.75% of 300,000 active;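 active = mean activation of at least 80% with every replicate also reaching 80%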;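 note: 0% = neutral control wells and 100% = parthenolide positive control wells; values of inactives mirror those of a sister screen read the other way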
Mot1-301 SUMO: inhibitors of SUMOylation pathway: yeast Mot1-301 growth rescue | S. cerevisiae Mot1-301 growth rescue, ATP luminescence, 38.5C; percent above DMSO median, 100 means doubled | growth rescue, % at 18.8 µM | 1% of 320,000 active;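 active = every valid replicate shows activation above 250% relative to neutral control wells; inactive = the rest, any valid replicate at or below 250%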;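 note: OY570 slx delta 5 strain wells were the positive control but not used for scaling; some compounds called inactive have numbers as strong as hits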
PKA-R1A activ: activates the PKA-R1A holoenzyme complex; P00514+P68181; PKA-R1A dissociation, Cy5-IP20 fluorescence polarization; scaled: DMSO 0%, 113 µM cGMP 100%; activation, % at 11.4 µM; 0.083% of 340,000 active; AID 504707;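 active = percent activation above the mean of all tested compounds plus 3 SD, cut at about 19% in these data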;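 note: higher means more PKAc released from R1A so a rise in polarization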
Pemphigus Ab inh: inhibitors of pemphigus antibody binding to human desmoglein-3. 0.48% of 310,000 active. binding (percent of control), % at 10 µM. DSG3-coupled beads, scFv-anti-DSG3-GFP binding, flow cytometry; hits give low values. AID 588358. P32926;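 active = binding more than 3 SD below its plate's average and above zero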;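 note: hits lower antibody fragment binding to DSG3; some compounds called inactive have numbers as strong as hits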
Arr AP2 block: blocks beta-arrestin peptide binding to AP2 adaptin | FITC-arrestin peptide / GST-AP2 beads, flow cytometry; AP2 beta2 appendage carries R879A mutation | inhibition, % at 10 µM | 0.31% of 340,000 active | AID 504490;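 active = inhibition above a set limit, near 3 SD of compounds lacking own fluorescence, cut at about 54% in these data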;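 note: plate controls were DMSO wells for no effect and 5 µM unlabelled arrestin peptide for full effect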
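system = GST-tagged AP2 beta2-adaptin appendage (R879A) on 4 µm glutathione beads | reagent = FITC-labelled arrestin peptide probe, 50 nM final | schedule = compound with beads 12 min RT, then probe 1 h RT | signal = HyperCyt-sampled flow cytometry, FL1 channel, ex 488/em 535 nm | read-out = percent response from loss of bead-bound FITC fluorescence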
CDK5 p35 inh: blocks human CDK5/p35 kinase activity | 0.01% of 330,000 active | Q00535+Q15078 | Recombinant CDK5/p35, ADP-Glo luminescence, 60 min | inhibition, % at 10 µM;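 active = highest replicate inhibition of at least 50% and at least 75% of replicates reaching 50%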;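 note: plate controls were DMSO neutral control for no effect and GW8510 at 10 µM for full effect; many of its hits are not listed in these tables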
SR-BI DiI-HDL act: SR-BI HDL lipid transfer activation; CHO ldlA[mSR-BI] cells, DiI-HDL uptake fluorescence, 3 h; 100 = double the neutral-control signal; activation, % at 12.5 µM; 0.096% of 320,000 active; AID 504775;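 active = mean replicate activation of at least 60% and every replicate at or above 60%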;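 note: 0% = median plate neutral-control signal and 100% = twice that signal; values of inactives mirror those of a sister screen read the other way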
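System: CHO ldlA[mSR-BI] cells / Medium: HEPES-buffered (25 mM, pH 7.4) F12 plus 0.5% BSA / Probe or stimulus: labelled HDL, 10 µg/mL / Doses: single compound concentration, delivered by pin transfer / Schedule: 3 h, 37 °C / Measured by: DiI fluorescence, bottom read / Measure: cell-associated DiI fluorescence as measure of HDL uptake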
SR-BI HDL uptake: blocks mouse SR-BI lipid uptake from DiI-HDL. inhibition, % at 12.5 µM. ldlA[mSR-BI] CHO cells, DiI-HDL uptake fluorescence, 3 h. 0.96% of 320,000 active. AID 488896;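 active = mean replicate inhibition of at least 70% and a set share of replicates each scoring 70 or more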;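 note: 0% = median of neutral control wells and 100% = median of positive control wells; values of inactives mirror those of a sister screen read the other way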
Target sequence (Q61009 whole entry, looked up): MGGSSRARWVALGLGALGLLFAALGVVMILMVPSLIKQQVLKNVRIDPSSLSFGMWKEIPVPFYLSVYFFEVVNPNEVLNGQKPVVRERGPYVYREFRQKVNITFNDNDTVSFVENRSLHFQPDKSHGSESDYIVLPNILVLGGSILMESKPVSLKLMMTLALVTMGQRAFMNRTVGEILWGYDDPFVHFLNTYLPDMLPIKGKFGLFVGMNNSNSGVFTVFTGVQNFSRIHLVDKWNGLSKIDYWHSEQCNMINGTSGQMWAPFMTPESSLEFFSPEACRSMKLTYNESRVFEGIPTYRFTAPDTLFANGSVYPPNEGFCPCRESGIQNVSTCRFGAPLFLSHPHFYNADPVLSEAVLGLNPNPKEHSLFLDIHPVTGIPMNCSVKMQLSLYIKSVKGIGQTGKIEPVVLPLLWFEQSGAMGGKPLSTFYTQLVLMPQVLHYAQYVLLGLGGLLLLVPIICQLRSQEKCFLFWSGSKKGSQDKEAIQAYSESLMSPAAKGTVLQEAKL
PKA-R2B act: PKA-R2B complex activation | P22694+P31323 | PKA-R2B holoenzyme dissociation, Cy5-IP20 fluorescence polarization; R2B truncated from residue 108, S112A mutant; 0% DMSO only, 100% 113 µM cGMP | 0.079% of 340,000 active | activation, % at 11.4 µM;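 active = activation above a cutoff set at the mean over all compounds plus 3 SD, cut at about 18% in these data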;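 note: higher means more holoenzyme dissociation and a rise in polarization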
Target sequence (P31323 whole entry, looked up, other chains not shown, the tested form may be a part): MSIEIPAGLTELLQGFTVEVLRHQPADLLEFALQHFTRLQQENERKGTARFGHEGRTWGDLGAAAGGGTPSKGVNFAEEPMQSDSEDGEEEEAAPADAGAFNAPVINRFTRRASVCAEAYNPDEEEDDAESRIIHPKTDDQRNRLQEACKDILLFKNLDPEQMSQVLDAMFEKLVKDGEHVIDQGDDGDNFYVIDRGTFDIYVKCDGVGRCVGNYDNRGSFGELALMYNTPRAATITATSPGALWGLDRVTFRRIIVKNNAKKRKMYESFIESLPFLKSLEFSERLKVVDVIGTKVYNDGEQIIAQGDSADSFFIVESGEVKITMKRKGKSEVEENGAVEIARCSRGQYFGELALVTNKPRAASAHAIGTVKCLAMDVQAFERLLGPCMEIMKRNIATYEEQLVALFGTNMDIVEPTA
Active calls of the source: *; x = no result given.

Results follow in this order: NSD2 HMT inh	dFosB activator	MITF act	Mot1-301 SUMO	PKA-R1A activ	Pemphigus Ab inh	Arr AP2 block	CDK5 p35 inh	SR-BI DiI-HDL act	SR-BI HDL uptake	PKA-R2B act
1) COc1cc(C(=O)Nc2nc(-c3ccc(F)cc3)cs2)ccc1OCC(=O)N1CCOCC1
→ -18	9	-18	x	-1	106	-3	-1.4	-58	58	6
2) O=C(c1ccsc1)N1CCCC(Nc2ccc(F)c(F)c2)C1 (configuration not stated)
→ 5	-2	5	-7	0	102	-2	-0.3	15	-15	-4
3) CCOc1cc2[nH]c(=S)n(Cc3ccc(C)o3)c(=O)c2cc1OCC
→ 0	34*	3	20	2	67	27	0.3	-57	57	-5
4) CCCCC(CC)CO (configuration not stated)
→ x	-2	0	x	-8	x	0	-1.2	3	-3	-5
5) CNC(=O)NC(=O)CSc1ncc(C(F)(F)F)cc1Cl
→ -1	-3	x	7	-11	104	13	0.2	13	-13	6
6) O=C(C[n+]1ccc(CCSc2ccc(F)cc2)cc1)c1ccccc1
→ x	85*	-7	-43	1	184	4	20	3	-3	-4
7) CCn1nnnc1SCC(=O)NCc1ccco1
→ 4	-6	-6	251	1	x	3	0.9	6	-6	6
8) CCCCC(c1nnnn1CC1CCCO1)N1CCN(c2cc(Cl)ccc2C)CC1 (configuration not stated)
→ x	-11	5	x	-3	104	18	0.1	-82	82*	10
9) COc1ccc(OCCCC(=O)OCC(=O)NNC(=O)c2ccc([N+](=O)[O-])cc2)cc1
→ 1	1	-3	-6	-4	96	-6	-0.4	9	-9	-1
10) CN1CCN(c2ccc(CNS(=O)(=O)c3cccc(F)c3)cc2)CC1
→ 31	10	3	22	-10	108	9	1.0	4	-4	14
11) CC(=O)Nc1cccc(OCCCOc2cccc([N+](=O)[O-])c2)c1
→ 1	-12	4	x	4	97	-8	-1.3	-15	15	4
12) COc1ccc([N+](=O)[O-])cc1N(CC1CO1)S(=O)(=O)c1ccc(C)cc1 (configuration not stated)
→ 3	-6	-10	-13	-3	108	5	-0.3	-4	4	5
13) CCC1CCCCN1S(=O)(=O)c1c(C)n(C)c(=O)n(C)c1=O (configuration not stated)
→ x	1	-8	21	-5	97	-2	-2.4	-8	8	-12
14) CCCOc1ccc(CSc2ncn[nH]2)cc1
→ x	0	34	x	-1	x	3	-2.5	-12	12	-13
15) CC1(C)CCCN(C(=O)c2ccc3c(c2NCCO)C(=O)c2ccccc2C3=O)C1
→ 45	-13	-14	-5	-19	92	-6	-1.7	-22	22	4
16) COc1cccc(C(=O)NNS(=O)(=O)c2ccc(F)cc2)c1
→ -3	1	3	169	-8	100	-5	-0.2	15	-15	-8
17) Cc1nnc(N2C(=O)C(O)=C(C(=O)c3ccco3)C2c2ccc(F)cc2)s1 (configuration not stated)
→ x	0	1	442	-2	110	-6	-0.9	19	-19	-10
18) CC1CCCCC12NC(=O)N(CC(=O)N1CCN(C(=O)c3cccs3)CC1)C2=O (configuration not stated)
→ 16	0	x	x	3	104	-1	3.7	11	-11	5
19) CS(=O)(=O)c1ccc(Cl)c(NC(=O)COC(=O)c2ccc(S(=O)(=O)N3CCCC3)cc2)c1
→ 0	-3	-3	-5	-12	102	-5	-1.3	-9	9	-2
20) CC(=O)N1CCN(C(=O)CCN(c2ccccc2)S(=O)(=O)c2ccc(C)cc2)CC1
→ 25	-7	0	-2	4	98	0	1.1	-23	23	-2
21) O=C(CSc1nnc(C2CC2)n1-c1ccccc1)NCc1ccco1
→ -2	-2	1	0	-12	78	0	2.3	23	-23	0
22) C=CCc1cccc(/C=N/NC(=O)CNc2cccc3ccccc23)c1O
→ 1	-3	-23	115	-8	103	4	-2.1	-28	28	2
23) CC(=O)Nc1nc2ccccc2n1Cc1ccccc1Cl
→ x	-6	x	12	1	x	4	0.0	-2	2	1
24) CC(C)(C)NC(=O)Cn1c(SCC(=O)NC2CC2)nc2ccccc21
→ -1	-6	-22	17	-4	x	1	-1.2	x	x	-19
25) Cc1ccc(S(=O)(=O)N2CCN(C(=O)CSc3nc(N)cc(=O)[nH]3)CC2)c(C)c1
→ -3	-9	6	482*	6	101	2	-0.6	7	-7	3
26) Cc1ccc(-c2nn(-c3ccccc3Cl)cc2C(=O)NCC2CCCO2)cc1 (configuration not stated)
→ -2	-6	-7	27	3	101	9	-1.2	7	-7	2
27) CS(=O)(=O)N1CCC(C(=O)c2cccc(Cl)c2)CC1
→ -4	0	-6	23	6	101	20	-0.2	-6	6	6
28) COc1ccc(Nc2nc(C(F)(F)F)nc(C)c2C#N)cc1
→ -1	-1	4	1	0	90	32	-0.1	-4	4	-1
29) COc1cc2c(cc1OC)C1=C(C#N)CCC(=O)N1CC2
→ 1	5	-26	294	-2	100	-8	-0.3	24	-24	-14
30) CCOC(=O)c1c(-c2ccc(F)cc2)csc1NC(=O)C1CCCO1 (configuration not stated)
→ -2	-8	11	-17	1	85	1	0.7	-10	10	-3

No new results follow: entries from further up.
Results follow in this order: NSD2 HMT inh	dFosB activator	MITF act	Mot1-301 SUMO	PKA-R1A activ	Pemphigus Ab inh	Arr AP2 block	CDK5 p35 inh	SR-BI DiI-HDL act	SR-BI HDL uptake	PKA-R2B act
1) COc1cc(C(=O)Nc2nc(-c3ccc(F)cc3)cs2)ccc1OCC(=O)N1CCOCC1
→ -18	9	-18	x	-1	106	-3	-1.4	-58	58	6
2) O=C(c1ccsc1)N1CCCC(Nc2ccc(F)c(F)c2)C1 (configuration not stated)
→ 5	-2	5	-7	0	102	-2	-0.3	15	-15	-4

Next section:
Results follow in this order: NSD2 HMT inh	dFosB activator	MITF act	Mot1-301 SUMO	PKA-R1A activ	Pemphigus Ab inh	Arr AP2 block	CDK5 p35 inh	SR-BI DiI-HDL act	SR-BI HDL uptake	PKA-R2B act
31) O=C(Nc1nc(-c2cccc3ccccc23)cs1)c1cnccn1
→ 8	2	-12	13	-2	98	5	-0.9	19	-19	-2
32) CCn1c(SCC(=O)N2CCN(c3ccccc3)CC2)nc2c(c1=O)SC(C)C2 (configuration not stated)
→ x	-9	-5	-4	2	100	0	-2.4	11	-11	-1
33) O=S(=O)(NCc1ccc(F)cc1)c1ccc2c(c1)OCCO2
→ -6	-4	x	3	-10	x	4	-5.0	6	-6	6
34) C=CCSc1nc2ccccc2c(=O)n1C1CCOC(C)(C)C1 (configuration not stated)
→ -9	-8	18	-1	-12	104	1	-1.8	-12	12	-8
35) CCn1c(=O)c2cc(S(=O)(=O)NCc3ccccc3)ccc2n(CC)c1=O
→ 32	-4	-7	6	-3	91	3	-0.2	-23	23	6
36) Cc1ccc(N2C(=O)[C@@H]3[C@H](C2=O)[C@H]2C=C(C(=O)c4ccccc4)C=CN2[C@@H]3C(=O)c2ccc(Cl)cc2)cc1
→ 0	-11	1	-2	1	93	4	0.9	-25	25	-11
37) COc1ccc2[nH]cc(CCNC(=O)C3CCCNC3=O)c2c1 (configuration not stated)
→ x	1	x	84	1	100	-1	0.9	10	-1	-1
38) Cc1cc(C(=O)CCl)c(C)n1Cc1ccco1
→ 18	0	-40	-17	-3	126	1	1.1	13	-13	6
39) COc1cccc(CN2C(=O)[C@@H]3Cc4c([nH]c5ccccc45)C(C)(C)N3C2=O)c1
→ x	-1	2	217	16	98	29	0.6	-69	69	-2
40) S=c1[nH]c(-c2ccccc2)cn1/N=C/c1ccc(Br)cc1
→ -2	-2	18	1	3	98	-4	0.3	-10	10	6
41) CCOC(=O)c1cccc(NC(=O)CCNS(=O)(=O)c2ccc3c(c2)CCN3C(=O)CC)c1
→ -2	-10	x	-1	1	101	1	1.3	-7	7	-8
42) Cc1ccc2c(c1)sc[n+]2Cc1ccccc1
→ 1	2	69	0	3	97	32	1.6	-11	11	-2
43) O=C(NCc1ccco1)Nc1ccc(OC(F)(F)F)cc1
→ -2	-13	42	-13	-7	x	-1	-2.1	2	-2	11
44) CCc1ccc(OCC(=O)O/N=C(\N)c2ccncc2)c(Br)c1
→ -1	-2	103*	152	-13	x	-2	-1.0	11	-11	-19
45) COC(=O)c1sccc1NC(=O)Nc1ccccc1C
→ -1	1	-4	18	3	x	3	-2.4	-7	7	-3
46) COc1ccc(O)c(/C=N/NC(=O)CN2CCS(=O)(=O)CC2)c1
→ x	6	-12	7	0	101	-4	0.8	-1	1	-7
47) CCOC(=O)c1[nH]c2c(OCC)nc(OCC)nc2c1Br
→ -1	-15	3	x	8	x	7	-2.2	-7	7	5
48) O=C(NCc1nc2ccccc2[nH]1)C1=C[C@@H](c2ccc(C(F)(F)F)cc2)C[C@@H](OCCCCO)O1
→ x	-17	-10	9	-2	102	0	-2.7	-5	5	-8
49) O=C(Cn1nnc(-c2ccccc2)n1)N/N=C/c1cc([N+](=O)[O-])c(Cl)cc1Cl
→ -2	3	-13	x	-11	74*	4	1.1	5	-5	-1
50) Cc1cccn2cc(-c3cc4ccccc4oc3=O)nc12
→ x	0	0	7	7	94	-11	0.9	15	-15	1
51) CCCn1nnnc1SCC(=O)N(C(C)C)C(C)C
→ 0	-6	2	-16	3	74	1	-0.5	18	-18	8
52) C[n+]1ccccc1C1CCCC/C1=N\Nc1ccc([N+](=O)[O-])cc1[N+](=O)[O-] (configuration not stated)
→ 1	0	-1	-5	-3	114	-15	-0.7	26	-26	5

An unsorted share of the library; about 4.7% have a hit in one of these screens.
